# Screens from PubChem BioAssay.
# GPR35 antagonists: GPR35 antagonists blocking zaprinast-driven arrestin recruitment, primary screen, imaging, U2OS, beta-arrestin-GFP, zaprinast agonist (AID 2058) | one-dose inhibition, % at 10 µM; IC50 in µM for titrated hits | U2OS GPR35 beta-arrestin-GFP translocation imaging, zaprinast antagonism; higher % means a stronger effect | actives 0.052% (n = 290,000) | G-protein coupled receptor 35 (Homo sapiens);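 active = inhibition of at least 50% with at least 30 cells and total cytoplasm GFP at most 10,000,000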
# NTR1 agonist: agonists of NTR1, primary screen, imaging, U2OS cells, beta-arrestin-GFP, high content (AID 493036). actives 0.17% (n = 330,000). activation, % at 20 µM. NTR1-U2OS beta-arrestin-GFP spot imaging, agonist mode. Neurotensin receptor type 1 (Homo sapiens), P30989;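 active = activation at or above 40% of the spot to cytoplasm intensity ratio, with at least 20 cells analyzed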;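 note: 0% = DMSO without peptide and 100% = 100 nM NTR1 peptide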
# Target sequence (P30989 whole entry, looked up): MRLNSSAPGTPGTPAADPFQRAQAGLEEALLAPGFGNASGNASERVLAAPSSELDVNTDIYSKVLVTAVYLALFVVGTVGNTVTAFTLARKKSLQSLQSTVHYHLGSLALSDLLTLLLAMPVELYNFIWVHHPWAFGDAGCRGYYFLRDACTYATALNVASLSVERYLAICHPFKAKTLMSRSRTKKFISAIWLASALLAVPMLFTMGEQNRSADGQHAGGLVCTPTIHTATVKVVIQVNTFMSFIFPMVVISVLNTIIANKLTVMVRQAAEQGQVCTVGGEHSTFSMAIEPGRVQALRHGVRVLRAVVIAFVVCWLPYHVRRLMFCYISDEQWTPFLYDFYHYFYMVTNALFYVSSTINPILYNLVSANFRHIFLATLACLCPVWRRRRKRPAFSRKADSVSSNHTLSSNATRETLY
# LYP phosphatase: inhibitors of LYP phosphatase, biochemical, fluorescence intensity, uHTS (AID 1779); recombinant LYP phosphatase, fluorescence intensity; higher % means a stronger effect; inhibition, % at 11.5 µM, or IC50 in µM where a hit was titrated; actives 0.054% (n = 290,000); in the data active = inhibition above about 50%;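 note: plate controls were vehicle with enzyme for no effect and no enzyme for full effect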
# SV40 large T antigen: SV40 large T antigen inhibitors, biochemical (AID 1903) | SV40 large T antigen ATPase/helicase inhibition assay; higher % means a stronger effect | inhibition, % at 20 µM; hits with a dose series show IC50 in µM | actives 0.39% (n = 310,000); in the data active = a potency from the dose series; note: strong numbers were not always called active
# GPR55 LPI antagonism: GPR55 antagonists blocking LPI-driven arrestin recruitment, primary screen, imaging, U2OS, beta-arrestin-GFP, LPI agonist (AID 2013) | G-protein coupled receptor 55 (Homo sapiens) | U2OS GPR55 beta-arrestin-GFP translocation imaging, LPI antagonism; higher % means a stronger effect | one-dose inhibition, % at 10 µM; IC50 in µM for titrated hits | actives 0.13% (n = 290,000);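 active = spots per cell inhibited over 60%, with over 100 cells counted and total cytoplasm intensity under 500,000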;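 note: U2OS cells stably carrying GPR55 and arrestin-GFP stimulated by 5 µM LPI near EC80; imaged beta-arrestin-GFP aggregate spots per cell after agonist stimulation; plate controls were LPI-stimulated DMSO wells for no effect and DMSO wells without LPI for full effect; some results filed as inactive read as strong as hits; confirmed hits need IC50 under 10 µM and bright autofluorescent wells are also inconclusive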
# Hep lipid drop: inhibitors of hepatocyte lipid droplet formation, primary screen, imaging, high-throughput imaging, BODIPY stain; AML12 mouse hepatocytes, oleate lipid droplets; inhibition, % at 6.5 µM; actives 0.4% (n = 240,000); AID 1656, 2009;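 active = lipid droplet intensity inhibited by at least 50%, with more than 500 cells counted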
#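 Technique: fluorescence imaging, 20x objective, two fields per well / Assay system: AML12 hepatocytes (mouse) / Measure: % inhibition of lipid droplet signal / Doses: 6.5 µM single-point dosing / Incubation: overnight exposure / Reagent: 100 µM oleic acid challenge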
# GPR55 beta-arrestin: GPR55 agonists via beta-arrestin recruitment, primary screen, imaging, U2OS cells, beta-arrestin-GFP redistribution (AID 1961); G-protein coupled receptor 55 (Homo sapiens); actives 0.048% (n = 290,000); U2OS GPR55 beta-arrestin-GFP redistribution imaging; higher % means a stronger effect; activation, % at 10 µM, or EC50 in µM where a hit was titrated;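 active = activation above 40% with more than 50 cells counted in the well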;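 note: U2OS osteosarcoma cells stably expressing GPR55 and beta-arrestin-GFP; plate controls were DMSO negative control for no effect and LPI positive control for full effect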
# T cell modulator: modulators of CD8 T cell-vesicle binding, primary screen, mouse 2C CD8+ T cells, flow cytometry | 2C CD8+ T cell-vesicle binding; hits give low values | calls only at 7 µM | actives 0.068% (n = 330,000) | AID 2052, 2009;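 active = response, share of CD8 T cells binding vesicles, and their 90th percentile fluorescence all below set limits, cut at about 80% in these data, passing the limit was not always enough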
#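 Assay system: 2C TCR transgenic mouse naive CD8+ T cells, MACS-purified | Read-out: CD8+ gate FL2 mean fluorescence as % of same-row positive control | Signal: High-throughput flow cytometry with anti-B7-1 and anti-CD8 staining | Timing: Binding step 1.5 h, 37 °C, antibody labelling 20 min, ice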
# Rac1 GTP hydrolysis: MgcRacGAP GTPase-activating activity inhibitors, confirmation, biochemical, ADP Hunter fluorescence; inhibition, % at 30 µM; hits with a dose series show IC50 in µM; MgcRacGAP-stimulated Rac1 GTP hydrolysis, ADP Hunter fluorescence; higher % means a stronger effect; GST-tagged Rac1 F28L mutant substrate; actives 0.6% (n = 340,000);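 active = first-screen hits whose inhibition reached a set limit at any dose in the follow-up dose series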;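 note: fluorescence reports GDP produced by GAP-driven GTP hydrolysis; strong numbers were not always called active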
# Hep lipid drop cells 6.5 µM: recorded beside Hep lipid drop, whose call it bears; cell count; measured here: cell count, cytotoxicity flag;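 cells counted across two imaged fields per well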
# T cell modulator vesicle-bound %: also measured in T cell modulator; calls as there; double positive events, %; measured here: CD8+ vesicle-bound cell fraction;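 binding gate set so that unloaded-vesicle control wells show 10% double positive cells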
# NTR1 agonist cell count 20 µM: recorded beside NTR1 agonist, whose call it bears; cell count; measured here: cell count, cytotoxicity flag
# Active calls of the source: *; i = inactive; / = no result given.
SMILES,GPR35 antagonists,NTR1 agonist,NTR1 agonist cell count 20 µM,LYP phosphatase,SV40 large T antigen,GPR55 LPI antagonism,Hep lipid drop,Hep lipid drop cells 6.5 µM,GPR55 beta-arrestin,T cell modulator,T cell modulator vesicle-bound %,Rac1 GTP hydrolysis
Cc1ccc(-c2cn(-c3ccccc3)c(=S)[nH]2)cc1C,6.2%,-0.2,76,-2.6%,-23.4%,-1.9%,/,/,-0.1%,i,45.6,14.5%
COC(=O)c1c(-c2ccccc2)csc1N,15.4%,-0.5,91,0.3%,8.7%,1.1%,-13.7,685,-0.4%,i,59.9,11.4%
CCOC(=O)OC(C)OC(=O)[C@@H]1N2C(=O)[C@@H](NC(=O)[C@H](N)c3ccccc3)[C@H]2SC1(C)C (stereo not given in full),/,-0.1,53,/,6.7%,/,/,/,/,i,44.8,7.5%
Cc1nnsc1C(=O)Nc1cccc(Cl)c1,-3.0%,2.8,56,-4.4%,10.4%,3.1%,4.8,728,-0.6%,i,26.4,5.3%
Cc1ccc(CNC(=O)CCC(=O)Nc2nnc(C)s2)cc1,3.0%,-0.9,63,-6.2%,0.9%,7.0%,7.4,659,0.2%,i,19.6,7.2%
C=C(C)C(=O)Nc1cccc(C2=NOC3(C2)C[C@@H](C(N)=O)N(C(=O)c2ccc(OC)cc2)C3)c1 (stereo not given in full),0.2%,-1.1,78,38.2%,2.2%,-2.6%,/,/,-0.2%,i,18.2,-7.1%
CC(=O)Nc1ccc(S(=O)(=O)NCc2nc(-c3ccccc3C)no2)cc1,4.5%,0.8,52,-7.7%,6.1%,1.2%,3.1,710,-0.2%,i,49.2,6.8%
CC1CCc2c(sc3c2C2=NS(=O)(=O)CCN2C=N3)C1 (stereo not given),2.0%,0.4,39,1.8%,15.6%,-2.8%,-9.2,691,-0.1%,i,44.2,-18.3%
CC1CC(C)(C)NC(=S)N1CCCC(=O)Nc1ccc(F)cc1 (stereo not given),-1.6%,0.2,61,-3.5%,15.0%,25.5%,-6.0,709,-0.2%,i,27.1,-0.8%
CCOC(=O)N1CCN(C(=O)CCNS(=O)(=O)c2ccccc2)CC1,1.6%,1.1,44,-7.8%,4.0%,-1.1%,-2.5,667,-0.1%,i,32.1,2.8%
O=c1[nH]c(=O)n(-c2ccccc2)c2c1C(C(F)(F)F)(C(F)(F)F)N=C(C1CCCCC1)N2,-2.7%,0.2,70,-5.7%,6.4%,16.8%,1.4,665,0.2%,i,27.6,2.7%
CCCc1ccc(S(=O)(=O)NCC2CCCN2CC)cc1 (stereo not given),-1.3%,/,/,-8.6%,-0.2%,4.4%,/,/,0.0%,i,55.8,8.3%
CN1C(=O)C(C)(C)c2cc(S(=O)(=O)N3CCCC(C(=O)NCc4ccccc4Cl)C3)ccc21 (stereo not given),-2.4%,-0.5,57,-2.6%,/,0.9%,-11.1,707,-0.1%,i,14.6,-3.5%
COC(=O)C1=C(C(=O)OC)[C@@H]2N(C)c3ccc(OC)cc3[C@@]23C[C@@H](C(=O)OC)N(C(=O)c2ccc(Br)cc2)C3=N1,-3.2%,-0.5,51,11.8%,17.3%,2.0%,-22.7,674,-0.1%,i,25.9,13.2%
CC(=O)C1=C(O)C(=O)N(Cc2ccco2)C1c1ccccc1F (stereo not given),-6.7%,-0.7,34,-5.1%,2.6%,9.5%,37.1,747,-0.2%,i,41.0,5.3%
CCOc1ccc(NC(=O)CSc2nccn2C)cc1,3.7%,0.2,46,-7.3%,-12.7%,-6.9%,2.4,746,0.5%,i,45.8,7.6%
CN(Cc1c(F)cccc1Cl)C(=O)CNC(=O)c1cccs1,4.3%,-0.6,55,-3.0%,-24.9%,-4.6%,-5.8,706,0.8%,i,11.5,5.0%
O=C(CSc1nc2ccccc2n1CC(=O)NCc1ccccc1)NCc1ccco1,6.7%,0.2,84,-5.9%,5.1%,11.5%,/,/,0.5%,i,10.7,0.5%
O=C(Nc1ccc(OC(F)(F)F)cc1)c1ccc2nccnc2c1,-6.2%,-0.8,122,-1.3%,10.7%,-2.4%,12.1,643,-0.2%,i,38.8,-4.0%
N#Cc1ccc(OCC(=O)Nc2ccccc2NS(=O)(=O)c2cccs2)cc1,-17.7%,4.8,51,1.8%,6.7%,11.2%,-24.6,516,-0.3%,i,11.8,-2.7%
CC(=O)N/C(=N/c1nc(C)cc(C)n1)Nc1ccc(C)cc1C,-9.9%,2.2,41,-1.6%,2.9%,0.8%,0.6,868,-0.1%,i,29.0,11.1%
O=C(NNC(=O)C(c1ccccc1)c1ccccc1)c1ccccn1,-1.1%,0.1,101,-4.9%,11.2%,12.3%,-8.4,597,0.1%,i,28.2,9.3%
CC(C)(C)n1cnnc1Sc1ccc([N+](=O)[O-])cn1,-2.9%,0.6,57,-1.3%,13.9%,-6.8%,1.2,702,-0.4%,i,54.8,10.0%
O=C(COC(=O)c1cccs1)Nc1ccccc1Cl,10.5%,0.2,47,-6.9%,7.7%,16.0%,-2.6,732,0.4%,i,35.1,9.4%
Nc1c2c(nc3ccc(Br)cc13)N(c1ccccc1)CC2,-6.8%,0.8,42,1.4%,6.5%,10.7%,27.0,816,-0.2%,i,13.0,15.1%

# Molecules above with an aryl methoxy group, in the order listed:
SMILES,GPR35 antagonists,NTR1 agonist,NTR1 agonist cell count 20 µM,LYP phosphatase,SV40 large T antigen,GPR55 LPI antagonism,Hep lipid drop,Hep lipid drop cells 6.5 µM,GPR55 beta-arrestin,T cell modulator,T cell modulator vesicle-bound %,Rac1 GTP hydrolysis
C=C(C)C(=O)Nc1cccc(C2=NOC3(C2)C[C@@H](C(N)=O)N(C(=O)c2ccc(OC)cc2)C3)c1 (stereo not given in full),0.2%,-1.1,78,38.2%,2.2%,-2.6%,/,/,-0.2%,i,18.2,-7.1%
COC(=O)C1=C(C(=O)OC)[C@@H]2N(C)c3ccc(OC)cc3[C@@]23C[C@@H](C(=O)OC)N(C(=O)c2ccc(Br)cc2)C3=N1,-3.2%,-0.5,51,11.8%,17.3%,2.0%,-22.7,674,-0.1%,i,25.9,13.2%

# Further records:
SMILES,GPR35 antagonists,NTR1 agonist,NTR1 agonist cell count 20 µM,LYP phosphatase,SV40 large T antigen,GPR55 LPI antagonism,Hep lipid drop,Hep lipid drop cells 6.5 µM,GPR55 beta-arrestin,T cell modulator,T cell modulator vesicle-bound %,Rac1 GTP hydrolysis
Cc1c(Cl)c([N+](=O)[O-])nn1CC(=O)NCC1CCCO1 (stereo not given),-9.4%,-0.5,39,-7.5%,-31.3%,4.3%,-0.2,660,0.2%,i,47.5,5.2%
O=S(=O)(c1ccccc1Cl)N1CCCC1c1nc(-c2ccccc2Cl)no1 (stereo not given),-3.1%,2.5,73,-0.9%,2.1%,-2.7%,/,/,0.0%,i,19.8,2.1%
CC(NC(=O)Cn1nc(C(=O)O)c2ccccc2c1=O)c1ccccc1 (stereo not given),-2.4%,-0.4,51,-5.4%,13.3%,3.3%,-4.0,699,-0.1%,i,41.5,6.3%
CC1CC(CC(C)C(=O)NC(=S)Nc2ccc(S(N)(=O)=O)cc2)C(=O)O1 (stereo not given),-4.7%,-0.8,46,-9.2%,8.7%,7.3%,-1.0,775,-0.6%,i,29.2,/
COc1ccc2ncc(S(=O)(=O)c3ccccc3)c(N3CCC4(CC3)OCCO4)c2c1,7.3%,2.9,46,-5.7%,3.2%,0.6%,-17.9,605,-0.2%,i,29.7,10.9%
COc1cccc(C(=O)c2cc3cc(Cl)ccc3[nH]2)c1,9.4%,6.1,53,-5.8%,0.8%,-2.6%,5.0,813,0.0%,i,48.9,5.8%
C=CCNC(=S)NNC(=O)Cn1c(-c2ccccc2)cc(=O)n2ncnc12,0.8%,0.0,62,-1.9%,15.5%,-6.9%,3.3,690,0.3%,i,56.5,10.3%
Cc1nnnn1/C(=C\c1ccccc1)C(=O)OCC(=O)Nc1ccc(Cl)cc1F,/,5.8,64,/,7.7%,/,/,/,/,i,60.0,19.6%
Clc1cccc2c1Sc1ccccc1CC2N1CCNCC1 (stereo not given),1.8%,0.1,68,-15.8%,-1.3%,37.3%,16.0,612,0.0%,i,49.5,5.5%
CC(c1nccs1)N(C)c1nc2nonc2nc1N(C)C (stereo not given),10.8%,0.9,55,-3.2%,18.4%,4.5%,13.1,607,-0.1%,i,36.0,7.4%
Cc1ccc(N2C(=O)[C@@H]3C(C(=O)C(c4ccccc4)c4ccccc4)=NN[C@@H]3C2=O)cc1,-10.0%,1.9,60,3.8%,0.8%,-0.3%,1.1,690,-0.1%,i,48.5,4.8%
COc1ccc(/C=C2\SC(c3ccc(C)cc3)=NC2=O)cc1OC,12.1%,1.9,43,6.4%,4.5%,10.6%,-19.9,591,1.3%,i,26.5,-0.1%
CCOC(=O)Nc1ccc2c(c1)N(C(=O)CN1CCN(C)CC1)c1ccccc1CC2,2.5%,0.6,63,-8.6%,0.2%,-1.8%,7.0,786,-0.2%,i,43.8,12.0%
O=S(=O)(Nc1ccc(Br)cc1)c1cccc2nonc12,6.5%,-0.7,58,-8.6%,5.0%,-10.1%,-4.7,651,-0.1%,i,28.2,6.9%
COc1ccc(-c2c(C#N)c(N)nc(Sc3ccc(Cl)cc3)c2C#N)cc1,-1.0%,5.9,55,-4.4%,10.5%,7.5%,12.5,694,-0.1%,i,23.6,15.4%
CC1(C)Cc2ccccc2C(=O)N1,-12.3%,0.3,49,-13.1%,16.6%,-2.5%,/,/,0.3%,i,32.4,9.1%
Cc1nn(C)c(C(=O)NNC(=S)NCc2ccco2)c1Cl,13.7%,-1.1,85,-5.4%,23.2%,-0.3%,19.1,472,-0.4%,i,55.8,9.6%
COc1cc([N+](=O)[O-])cc2sc(NC(C)=O)nc12,-3.0%,-0.7,49,-4.3%,14.6%,-1.5%,0.3,722,-0.7%,i,31.5,13.0%
CC1Nc2ncnc(N3CCN(c4ccccc4)CC3)c2N(Cc2ccc(Cl)cc2)C1=O (stereo not given),/,10.9,103,/,11.1%,/,/,/,/,i,40.3,7.0%
CCCCNC(=O)CSc1nc2ccsc2c(=O)n1CCCC(=O)NCCc1ccc(S(N)(=O)=O)cc1,-11.8%,3.1,50,-6.6%,-5.0%,4.1%,4.8,716,-0.2%,i,35.0,2.5%
